# Assay outcomes: PubChem, National Center for Advancing Translational Sciences (NCATS)
# KDM5B inh: blocks human KDM5B histone demethylase activity; Potency, µM (series often up to 57.7 µM), for the others: top-dose activity change, negative = inhibition, actives largely listed as inhibitors; KDM5B demethylase, FDH-coupled NADH fluorescence (FDH is formaldehyde dehydrogenase); Q9UGL1; 220,000 tested, 2.6% active; AID 1347165; active = well fitted inhibition curve with a large enough effect; inconclusive = small, poorly fitted or top-dose-only effect; inactive = no such curve, though single readings can be large or run the other way; note: 0% is about no effect; nearly all actives have a fitted effect of over 70% in size
# Target sequence (Q9UGL1 whole entry, looked up): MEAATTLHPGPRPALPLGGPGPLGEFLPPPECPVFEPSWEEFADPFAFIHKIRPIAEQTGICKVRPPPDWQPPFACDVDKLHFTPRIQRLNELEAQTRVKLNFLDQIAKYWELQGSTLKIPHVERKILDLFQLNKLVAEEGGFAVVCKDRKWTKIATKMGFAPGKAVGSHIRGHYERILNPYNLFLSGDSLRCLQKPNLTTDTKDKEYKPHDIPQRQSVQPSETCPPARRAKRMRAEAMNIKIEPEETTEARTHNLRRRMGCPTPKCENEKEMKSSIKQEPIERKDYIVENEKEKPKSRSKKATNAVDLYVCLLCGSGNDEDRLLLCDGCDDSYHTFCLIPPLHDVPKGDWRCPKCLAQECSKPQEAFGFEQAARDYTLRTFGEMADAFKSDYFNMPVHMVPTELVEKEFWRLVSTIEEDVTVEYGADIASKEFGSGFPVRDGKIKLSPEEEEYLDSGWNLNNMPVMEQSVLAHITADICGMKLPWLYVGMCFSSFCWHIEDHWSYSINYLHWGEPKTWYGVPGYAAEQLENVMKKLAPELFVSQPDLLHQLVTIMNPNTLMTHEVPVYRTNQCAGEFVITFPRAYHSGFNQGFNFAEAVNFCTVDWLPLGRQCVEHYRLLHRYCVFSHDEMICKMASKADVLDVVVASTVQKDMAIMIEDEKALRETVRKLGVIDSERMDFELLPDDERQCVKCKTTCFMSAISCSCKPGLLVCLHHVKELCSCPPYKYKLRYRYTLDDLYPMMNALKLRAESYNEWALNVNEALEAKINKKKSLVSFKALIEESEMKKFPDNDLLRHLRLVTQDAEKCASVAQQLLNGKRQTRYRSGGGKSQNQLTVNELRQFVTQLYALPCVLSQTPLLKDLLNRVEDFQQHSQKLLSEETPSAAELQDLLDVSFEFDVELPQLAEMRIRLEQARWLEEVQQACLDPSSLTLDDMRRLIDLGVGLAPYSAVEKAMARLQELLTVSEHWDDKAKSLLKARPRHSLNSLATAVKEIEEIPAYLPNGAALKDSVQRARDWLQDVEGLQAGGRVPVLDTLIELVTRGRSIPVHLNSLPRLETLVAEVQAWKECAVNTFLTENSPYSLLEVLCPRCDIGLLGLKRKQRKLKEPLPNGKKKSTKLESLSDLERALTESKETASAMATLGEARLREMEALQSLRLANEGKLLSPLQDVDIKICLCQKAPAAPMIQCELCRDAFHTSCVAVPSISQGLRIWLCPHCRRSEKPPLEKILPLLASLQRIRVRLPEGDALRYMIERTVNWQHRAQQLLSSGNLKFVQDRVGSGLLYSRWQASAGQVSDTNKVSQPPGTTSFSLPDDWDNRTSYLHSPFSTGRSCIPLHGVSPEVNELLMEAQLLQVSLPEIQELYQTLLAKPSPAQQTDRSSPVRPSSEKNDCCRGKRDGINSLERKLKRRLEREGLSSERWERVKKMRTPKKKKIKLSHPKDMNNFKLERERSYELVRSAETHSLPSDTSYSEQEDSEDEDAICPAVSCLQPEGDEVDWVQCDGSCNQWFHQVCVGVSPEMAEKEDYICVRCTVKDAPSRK
#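 Measured: NADH fluorescence change, 30 min, RT. System: KDM5BΔAP 200 nM final, H3K4me3 peptide, α-KG, Fe(II), ascorbate, NAD⁺ plus FDH, pH 7.5 HEPES. Compounds: titrated, 10 min pre-incubation with enzyme.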
# Numbers without * were called inactive; i = inactive; ? = inconclusive; & = joins results of further samples; [ ] = dose if it differs, or a comment. Potency is the fitted concentration of half-maximal effect.
KDM5B inh	compound
-3%	O=C(NCc1ccc(OC(F)F)cc1)c1cc(Cl)ccc1-n1cnnn1
6%	COc1cc(NC(=O)[C@H]2CCC[C@H]2NC(=O)c2cnc(C)cn2)cc(OC)c1
-3%	COCCN1CCC2(CCC1=O)CCN(C(=O)Nc1c(C)cccc1C)CC2
-23%	Cc1cc(NC(=O)CN(c2cccc(C)c2C)S(=O)(=O)c2ccccc2)ccc1Br
-29%	COCCN1C(=O)c2ccccc2C(C(=O)Nc2ccc(OC)c(OC)c2)C12CCCC2 (stereo not given)
-20%	O=C(Oc1cccc(Br)c1)c1cccc2ccccc12
11%	Cc1cccc(NC(=O)c2cc(=O)c3cc(C)cc(C)c3o2)c1
-18%[86.2 µM]	CCN(CC)C1(Cc2cc(-c3cccc(O)c3)on2)COC1
18%	O=C(Nc1ccc(-c2ccccc2)cc1)c1cc(F)c(F)cc1Cl
?	CCc1nc2nccc(-c3cc(OC)c(OC)c(OC)c3)n2n1
21%	COC(=O)[C@H](C(C)C)N(CCc1cn(Cc2ccc(C)cc2)nn1)S(=O)(=O)c1ccccc1Br
-18%	CCCOc1ccc(C2=NC(c3ccncc3)=Nc3ccc(C)cc3N2)cc1
17%	Cc1cc(C(=O)N2CCOC(CC(c3ccccc3)c3ccccc3)C2)no1 (stereo not given)
-3%	Cc1nc2n(n1)C(C(=O)Nc1ccccc1C)CC(=O)N2 (stereo not given)
7%&10%	Cc1oc(-c2ccccc2)nc1CNS(=O)(=O)c1ccc(Cl)cc1
?	COc1ccc(-c2nc(C3CC3)nc3c2CCN(Cc2ccnn2C)CC3)cc1
-17%	Cc1csc2nc(-c3cccc(NC(=O)c4ccc(S(N)(=O)=O)cc4)c3)cn12
?	COc1ccc(-c2cnc3[nH]cc(CC(=O)Nc4ccncc4)c3c2)cc1
21%	O=C(COC(=O)c1cccs1)c1ccc(OC(=O)c2ccco2)cc1
19%	CN1CCC(OC2CCN(C(=O)c3ccc(F)cc3F)CC2)CC1
?	COc1ccc(OC)c(-c2noc(N3CCN(c4cc(Cl)ccc4C)CC3)n2)c1
?	Cc1ccc(Cl)cc1N1CCN(C(=O)c2ccc(NC(=O)c3nsc4ccccc34)cc2)CC1
31%	CCOCCCNC(=O)C1(O)c2cc(Br)ccc2NC(=O)N1c1ccc(OCC)cc1 (stereo not given)
-9%	CC(C)OC(=O)CC(NC(=O)c1cccc(CS(C)(=O)=O)c1)c1ccccc1 (stereo not given)
25µM*	O=C(NCc1nnc2c(-c3nc(C4CC4)no3)cccn12)c1cccnc1
8%	Cc1ccccc1NS(=O)(=O)c1ccc2[nH]cc(C(=O)NC3CCCCC3)c(=O)c2c1
-7%	FC(F)(F)c1ccc(Sc2ncccn2)nc1
-27%	COc1ccc(CC(=O)N2CCN(c3cc(-c4ccccc4)[nH]n3)CC2)cc1
4%	Cn1c(CC(=O)Nc2ccc(F)cc2)nnc1SCC(=O)c1ccc(C#N)cc1
-1%	O=C(O)c1nn(CC(=O)N2CCCCC2)c(=O)c2ccccc12
-23%[86.2 µM]	O=C1[C@@H]2C[C@@H](CN2Cc2ccc(F)c(F)c2)Oc2ccccc2N1Cc1ccccn1
-13%	O=C(c1ccccc1F)N1CCCC2(C1)C(=NC1CCCC1)NC(=O)N2c1cc(F)cc(F)c1 (stereo not given)
111%[activator]	CCN1c2ccccc2-c2nc(SCC(=O)Nc3ccc(C)c(Cl)c3)ncc2S1(=O)=O
19%	CS(=O)(=O)N(C1CCOCC1)C1CN(C(=O)c2ccoc2)C1
-29%	Cc1ccc(C)c(NC(=O)CSc2nc(-c3ccccc3)c(C#N)c(=O)[nH]2)c1
-8%	CC(C)CN(CC(C)C)C(=S)NCc1ccco1
25µM*	CS(=O)(=O)c1ccc(CN2CCC[C@H]2c2nc(-c3ccnc(N4CCOCC4)c3)no2)cc1
-29%	CCn1cc2nc(SCc3cc(C)ccc3C)n(Cc3ccc(C)cc3)c(=O)c2n1
19%	Cc1ccc(N2C(=O)N(CC(=O)NCc3ccccc3)c3ccccc3S2(=O)=O)c(C)c1
?	N=c1n(CCN2CCCCC2)c2ccccc2n1CC(O)COc1ccccc1 (stereo not given)
1%	O=C(NNC1CC(=O)N(c2ccccc2)C1=O)c1cccnc1 (stereo not given)
29%	Cc1ccc(CN2COc3ccc4c(-c5ccccc5)cc(=O)oc4c3C2)cc1
35µM*	c1cncc(CN2CCC[C@H]2c2nc(-c3ccnc(N4CCCC4)c3)no2)c1
-3%	Cc1noc(C)c1CC(=O)N1[C@@H]2CC[C@H]1CC(NC(=O)c1ccc(F)cc1)C2 (stereo not given in full)
5%	CNc1nccc(N2CCC(CC(=O)NCCC(C)C)CC2)n1
?	Fc1ccc(CNc2cc3c(cn2)NCCN(Cc2ccccc2)C3)cc1
34%[activator]	CC(C)c1ncc(S(=O)(=O)c2ccc(C(F)(F)F)cn2)c(N)n1
-10%	Cc1cc(C)c2c(=O)cc(C(=O)N(Cc3ccco3)C3CCS(=O)(=O)C3)oc2c1 (stereo not given)
-16%	O=C(c1ccc2c(c1)[nH]c(=O)n2C1CCC(O)CC1)N1CCOCC(O)C1 (stereo not given)
-41%	CC(=O)N1c2c(cc(Br)cc2S(=O)(=O)N2CCN(c3cccc(Cl)c3)CC2)CC1C (stereo not given)

# 4 of the compounds above, with tabs.
structure	KDM5B inh
COc1ccc(-c2nc(C3CC3)nc3c2CCN(Cc2ccnn2C)CC3)cc1	?
Cc1csc2nc(-c3cccc(NC(=O)c4ccc(S(N)(=O)=O)cc4)c3)cn12	-17%
COc1ccc(-c2cnc3[nH]cc(CC(=O)Nc4ccncc4)c3c2)cc1	?
O=C(COC(=O)c1cccs1)c1ccc(OC(=O)c2ccco2)cc1	21%

# (next part)
KDM5B inh	compound
0%	Cc1ccccc1OCC(=O)Nc1nnc(SCc2cc(=O)n3cccc(C)c3n2)s1
-5%	O=C(Cn1ccccc1=O)Nc1ccc(Cl)cc1Cl
-15%	O=C(Cc1cccn1-c1cccc(Cl)c1)NCc1cccs1
-24%	CN(C(=O)CSc1nnc(NC(=O)Nc2ccccc2)s1)c1ccccc1
16%	CCCC1=C(C(=O)OC)C(c2ccc(Cl)cc2)NC(=O)N1C (stereo not given)
-10%	COc1cccc(CN2CCN(S(=O)(=O)c3cc(OC)ccc3OC)CC2)c1
-20%	CN(CCOc1ccccc1)c1nc(-c2cccnc2)nc2ccccc12
10%	COc1ccc(NC(=O)N2C[C@@H]3C[C@H](C2)c2c(NC(=O)c4ccc5c(c4)OCO5)ccc(=O)n2C3)cc1
?	COCCN1C(=O)Cc2ccccc2C1C(=O)NCc1cc(F)ccc1F (stereo not given)
-18%	N#CCN(C(=O)c1cc2c(F)cccc2s1)C1CC1
?	CN(CCC#N)C(=O)COC(=O)c1cc(=O)[nH]c2ccccc12
6%	NS(=O)(=O)c1ccc(CCNC(=O)c2ccc(OCC3CCCO3)cc2)cc1 (stereo not given)
7%	CCCOc1ccc(CN2C[C@@H]3C(=O)N(C)C(=O)[C@@H]3C2)cc1OC
17%	CSc1nc(C)c(C(=O)C[n+]2ccccc2)cc1C#N
i	O=C(NCc1cccs1)c1nc(-c2cccc(C(F)(F)F)c2)c2ccccn12
-6%	CCCCN(C(=O)Nc1ccc(Cl)cc1)C1CCN(C(C)=O)CC1
0%	Cc1cnc(CCNC(=O)C2(c3ccccc3)CC2)n1C1CCCCCC1
15%	NS(=O)(=O)c1ccc(CCNC(=O)CCc2ccccc2)cc1
?	O=C(CSc1nnc(-c2ccccc2Br)n1-c1ccccc1)c1ccc(F)cc1
-12%	O=C(CSc1nc(=O)[nH]c2c1CCCC2)Nc1cc(C(F)(F)F)ccc1Cl
6%	ONC(=Nc1cccc(C(F)(F)F)c1)c1cccnc1
?	Cn1ncc2c(C(=O)N3CCCC3)cc(-c3ccc(Cl)nc3)nc21
i	CN1CCC(Cn2ccc3c(N4CCOCC4)nc(-c4cccc(N5CCOCC5)c4)cc32)CC1
3%	Cc1[nH]c2ccccc2c1C(=O)COC(=O)CNS(=O)(=O)/C=C/c1ccccc1
-27%	CN(C)c1ccc(N=C(C#N)c2ccccc2)cc1
-31%[86.2 µM]	COC(=O)N1CCc2nc(C3CC3)nc(-c3ccc(Cl)cc3)c2C1
4%	CCOC(=O)N1CCN(S(=O)(=O)c2ccc(OC)c(C(=O)N3CCCCC3)c2)CC1
?	CSCC(=O)N[C@H]1CCN2C(=O)c3cc(-c4ccccc4F)ccc3NC(=O)[C@H]12
9%	NC(=O)C1CCN(S(=O)(=O)Cc2c(F)cccc2Cl)CC1
-25%	CCNc1ncc(C(=O)N2CCCC(Nc3ccc(OC)cc3)C2)cn1 (stereo not given)
12%	CCn1cc(C(=O)N2CCN(c3ccc(OC)cc3)CC2)c(=O)c2cc(S(=O)(=O)N(C)C3CCCCC3)ccc21
15%	COc1ccc(C2NC(=O)N(Cc3nc(C4CC4)no3)C3=C2C(=O)OC3)cc1 (stereo not given)
?	COc1ccc(-c2ccc(=O)n(CC(=O)Nc3ccc(N(C)C)cc3)n2)cc1
-19%	Cc1ccc(C2=NC3(CCN(C)CC3)N=C2SCC(=O)Nc2ccc(F)cc2F)cc1
15%	Cc1ccc(OCCn2c(CN(C)C(=O)c3ccco3)nc3ccccc32)cc1
12%	CCc1c(C)nc(SCc2nc(-c3ccccc3C)oc2C)[nH]c1=O
-13%[86.2 µM]	O=C(c1ccccc1F)N1CCC(N2CC3CCCN3C2=O)CC1 (stereo not given)
6%	O=C(Nc1ccccc1C(=O)Nc1ccccc1)c1ccccc1Br
-2%	COc1nc2ccccc2nc1N1CCC(C(=O)Nc2ccc(NC(C)=O)cc2)CC1
-17%	CCOc1ccc(-n2c(Cc3ccccc3)nnc2SCc2nc(-c3ccccc3C)no2)cc1
?	COc1cc2c(cc1OC)CN(C1CCCN(Cc3c(O)cccc3OC)C1)CC2 (stereo not given)
8%	N#Cc1nc(COc2ccccc2F)oc1NCCCN1CCOCC1
9%	O=C(/C=C/N1CCCCC1)c1ccc(Br)cc1
4%	COc1ccc(-c2noc(CN(C(=O)c3ccc(Br)o3)C3CCCCC3)n2)cc1
11%	COc1ccc(CCN2CC(C(=O)NCCc3ccccc3)CC2=O)cc1OC (stereo not given)
-1%	O=C(c1ccc(Br)s1)N(Cc1cccc(Br)c1)C1CC1
-4%	O=C(Nc1ccc(OCc2ccccc2Cl)cc1)c1ccc(C(F)(F)F)cc1
-9%	O=C(N/N=C/c1ccccn1)C(O)c1ccccc1 (stereo not given)
-14%	CCOc1cc(=O)n2c(c1C(=O)Nc1cc(C)ccc1C)CCCC2
14%	O=C1CCN(C2CCOCC2)CCCC(c2nc(-c3cccnc3)no2)CCN1 (stereo not given)

# The list continues.
KDM5B inh	compound
5%	COc1ccc(N(CC(C)C)S(=O)(=O)c2nnc(NC(=O)c3cccs3)s2)cc1
-2%	O=C(C1CCCC1)N1CCCCC1c1nc(C2CC2)n[nH]1 (stereo not given)
-17%	CCOC(=O)C1=C(O)C(=O)N(c2ccccc2)C1c1ccc(F)cc1 (stereo not given)
?	COc1cccc(OC)c1C(=O)NCCc1csc(-c2ccc(Cl)cc2)n1
-10%	COC(=O)C1=C(C)N=C2SC=C(CC(=O)NCc3ccccc3)N2C1c1cccc(OC)c1 (stereo not given)
?	CCc1ccc(/C=C(/CC(=O)O)c2nc3ccccc3s2)cc1
?	COc1ccc2cc(CN3CCC(CO)CC3)c(-c3ccc(Cl)cc3)nc2c1
?	Cc1nc2sc(C(=O)NCc3ccc(Cl)cc3)c(NC(=O)c3ccccc3)c2c(C)c1C
-12%	O=C(Nc1cnc2ccccc2c1)c1cc(Cl)ccc1Cl
3%[11.5 µM]	COc1ccc(N(CC(=O)NCc2ccccc2Cl)S(=O)(=O)c2c(C)[nH]c(=O)[nH]c2=O)cc1
-7%	CCc1cccc(-n2ccnc2-c2cc3n(n2)CCNC3)c1
-1%	Cc1ccc(S(=O)(=O)N2CCN(C(=O)c3cc(-c4ccc(Br)cc4)n[nH]3)CC2)c(C)c1
1%	CCCCc1cc(=O)oc2c(C)c3c(cc12)C(=O)CC(C)(C)O3
25µM*	O=C(COc1ccc(F)cc1)NCC1Cn2cccc2CN1Cc1ccccc1 (stereo not given)
6%	Nc1nc(Nc2cccc(Cl)c2)sc1C(=O)c1cccc(Br)c1
-25%	COc1ccc(NC(=O)C2=CC(c3ccc4c(c3)OCO4)=NS(=O)(=O)N2C)cc1OC
22%	CCn1ncc(N2CCCC(CC(=O)NCc3ccc(F)cc3)C2)cc1=O (stereo not given)
2%	CCCn1c(C)cnc1CCNS(=O)(=O)CCC
4%	CCN1CCN(C(=S)Nc2ccsc2C(=O)OC)CC1
3%	CCCC(C(=O)Nc1nc2ccc(F)cc2s1)c1ccccc1 (stereo not given)

# Six entries already listed, ordered by formula weight, ascending:
KDM5B inh	compound
-14%	CCOc1cc(=O)n2c(c1C(=O)Nc1cc(C)ccc1C)CCCC2
-20%	CN(CCOc1ccccc1)c1nc(-c2cccnc2)nc2ccccc12
?	Fc1ccc(CNc2cc3c(cn2)NCCN(Cc2ccccc2)C3)cc1
15%	COc1ccc(C2NC(=O)N(Cc3nc(C4CC4)no3)C3=C2C(=O)OC3)cc1 (stereo not given)
-9%	CC(C)OC(=O)CC(NC(=O)c1cccc(CS(C)(=O)=O)c1)c1ccccc1 (stereo not given)
4%	CCOC(=O)N1CCN(S(=O)(=O)c2ccc(OC)c(C(=O)N3CCCCC3)c2)CC1

# Some of these compounds in order of the KDM5B inh value, low to high:
SMILES,KDM5B inh
CCOC(=O)C1=C(O)C(=O)N(c2ccccc2)C1c1ccc(F)cc1 (stereo not given),-17%
Cc1ccc(S(=O)(=O)N2CCN(C(=O)c3cc(-c4ccc(Br)cc4)n[nH]3)CC2)c(C)c1,-1%
CCCC(C(=O)Nc1nc2ccc(F)cc2s1)c1ccccc1 (stereo not given),3%

# Only part of the results is shown; rates above refer to the full screens.
